MEKK2 WT-MEK5 – raises or lowers MEK5 binding to wildtype human MEKK2 PB1 domain | bead flow cytometry, Alexa488-MEK5 binding to MEKK2 WT; actives lie on both sides | Q9Y2U5 | binding response (% of control), % at 10 µM | hit rate 1.1% among 290,000; in the data active = binding response below about 67% or above about 130%
CRFBP-R2 agonist – CRF-BP/CRF-R2 complex agonism; activation, % at 13.2 µM; hit rate 0.46% among 350,000; HEK293 CRF-R2/CRF-BP, calcium dye fluorescence (FLIPR); percent of saturating CRF peptide response;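 active = activation of at least 50%, plus an integration ratio under a set limit after plate pattern correction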;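 also: plate controls were neutral control wells without compound for no effect and CRF at EC100 for full effect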
DNA FID counter – counter-screen for HCV NS3 helicase inhibitors: DNA intercalator displacement. DNA fluorescent intercalator displacement, fluorescence. inhibition, % at 7.9 µM. hit rate 0.17% among 290,000. AID 1845; in the data active = inhibition above about 37%;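 also: 0% = vehicle and 100% = reference compound; higher means more ethidium bromide displaced from hairpin DNA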
GalR3 antag – blocks the human galanin receptor 3; O60755; HEK293 GalR3-CNG cAMP membrane potential fluorescence; galR3 body fused to GalR1 C-terminus; inhibition, % at 3 µM; hit rate 0.44% among 360,000; AID 651719;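 active = inhibition above the screen-wide average plus 3 SD, cut at about 13% in these data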;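 also: forskolin and galanin both at EC90 stimulate the cells; cAMP rise reported by CNG channel membrane potential dye signal; 0% = forskolin plus galanin with DMSO and 100% = forskolin alone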
Target sequence (O60755 1-299 limits assumed): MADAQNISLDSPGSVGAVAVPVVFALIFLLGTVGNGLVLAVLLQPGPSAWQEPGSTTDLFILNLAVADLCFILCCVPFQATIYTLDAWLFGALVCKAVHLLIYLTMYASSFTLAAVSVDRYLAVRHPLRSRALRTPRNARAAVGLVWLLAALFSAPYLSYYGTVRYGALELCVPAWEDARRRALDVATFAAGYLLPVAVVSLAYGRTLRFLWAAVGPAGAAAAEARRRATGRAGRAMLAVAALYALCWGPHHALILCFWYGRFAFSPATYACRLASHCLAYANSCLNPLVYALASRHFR
MEKK3 PB1 HTS – raises or lowers MEK5 binding to the human MEKK3 PB1 domain; Q99759; hit rate 1.4% among 290,000; binding response (% of control), % at 10 µM; AID 1529; bead-based flow cytometry, Alexa488-MEK5 binding to MEKK3; actives lie on both sides; 0 = blocked by unlabeled MEK5, 100 = vehicle;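 active = binding response more than 3 SD above or below the average of its plate-row segment, actives on both sides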;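 also: Alexa488 bead fluorescence after subtracting the streptavidin-only scavenger bead signal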
Target sequence (Q99759 whole entry, looked up, the tested form may be a part): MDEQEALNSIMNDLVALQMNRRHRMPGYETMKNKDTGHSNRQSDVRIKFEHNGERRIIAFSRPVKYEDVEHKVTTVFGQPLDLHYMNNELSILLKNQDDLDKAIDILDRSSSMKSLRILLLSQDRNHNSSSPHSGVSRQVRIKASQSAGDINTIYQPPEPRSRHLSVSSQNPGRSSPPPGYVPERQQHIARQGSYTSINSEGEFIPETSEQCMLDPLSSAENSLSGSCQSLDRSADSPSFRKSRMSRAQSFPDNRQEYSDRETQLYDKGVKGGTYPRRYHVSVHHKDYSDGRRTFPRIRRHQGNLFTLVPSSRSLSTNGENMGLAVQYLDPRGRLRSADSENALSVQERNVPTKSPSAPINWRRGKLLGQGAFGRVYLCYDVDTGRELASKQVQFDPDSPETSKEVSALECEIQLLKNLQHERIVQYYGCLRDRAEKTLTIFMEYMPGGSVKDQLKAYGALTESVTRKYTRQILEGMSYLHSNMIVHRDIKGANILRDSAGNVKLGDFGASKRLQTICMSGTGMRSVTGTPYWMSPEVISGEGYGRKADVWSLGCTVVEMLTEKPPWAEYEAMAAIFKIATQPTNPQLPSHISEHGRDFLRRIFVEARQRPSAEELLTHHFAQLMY
MEKK2mut PB1 HTS – signal of MEK5 binding to mutant human MEKK2 PB1 domain | percent response, % at 10 µM | bead flow cytometry, Alexa488-MEK5 binding to MEKK2 mutant | hit rate 0.35% among 290,000; in the data active = percent response above about 24%, passing the limit was not always enough; also: inactives centre near 1; some results filed as inactive read as strong as hits
CRFR2-BP antag – CRF-BP/CRF-R2 complex antagonism; HEK293 CRF-R2/CRF-BP, CRF-induced calcium fluorescence; inhibition, % at 11.8 µM; hit rate 0.59% among 350,000; AID 588475;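 active = inhibition of the ligand-induced calcium signal above about 50% at the single tested concentration, limit read from the data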
UBC9 SUMO inh – SUMOylation inhibition; P63279; HTRF SUMOylation assay, SAE1/SAE2 + UBC9, in vitro; inhibition, % at 35 µM; hit rate 0.36% among 290,000; AID 2006; in the data active = inhibition above about 50%, passing the limit was not always enough; also: strong numbers were not always called active
NS3 helicase inh – HCV NS3 helicase inhibition; AID 1800; hit rate 0.56% among 290,000; inhibition, % at 10.9 µM; NS3 helicase DNA unwinding, Cy5 molecular beacon fluorescence;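 active = inhibition above the mean of all tested compounds plus 3 SD, set per campaign, cut at about 35% in these data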;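 also: 0% = DMSO wells and 100% = thioflavine S control wells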
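System: Hepatitis C virus NS3 helicase domain fragment enzyme | Reagent: Annealed dual-labelled DNA beacon duplex, ATP-started | Compound dosing: 10.9 µM single point, 0.8% DMSO | Incubation: 1 h reaction at 25 °C, ATP-initiated | Technique: Cy5 fluorescence | Evaluation: Percent inhibition from t60/t0 fluorescence ratio | Benchmarks: Low DMSO, high thioflavine S at 110 µM | Replication: Singlicate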
* = called active by the depositor; . = not tested or not shown. This is a subset. The share of hits here may be higher or lower than overall.

Molecule	MEKK2 WT-MEK5	CRFBP-R2 agonist	DNA FID counter	GalR3 antag	MEKK3 PB1 HTS	MEKK2mut PB1 HTS	CRFR2-BP antag	UBC9 SUMO inh	NS3 helicase inh
Cc1ccc(COc2ccccc2C(=S)N2CCCC2)cc1	88.0	-2.8	-24.8	0.9	91.0	-5.0	9.8	-6.8	-1.9
CCc1ccc(NC(=O)c2ccc(NC3=NC4CS(=O)(=O)CC4S3)cc2)cc1 (stereo not drawn)	102.0	1.1	-22.4	-7.2	102.0	2.0	-9.8	-9.0	-2.3
CCOC(=O)c1[nH]c2ccccc2c1NC(=O)CCN1CCN(C(=O)OCC)CC1	109.0	-1.8	-17.0	0.1	107.0	3.0	7.1	6.5	-11.7
CCn1c(/N=C/c2ccccc2NS(=O)(=O)c2ccc(C)cc2)nc2ccccc21	104.0	-3.1	9.3	.	137.0*	0.0	1.2	10.7	-2.6
S=c1nc[nH]c2c1ncn2C1CCCC1	100.0	-0.2	-4.7	-8.6	97.0	4.0	2.3	14.6	-4.4
NC(=O)CN(N=Nc1cccc([N+](=O)[O-])c1)c1cccc([N+](=O)[O-])c1	105.0	-1.7	13.2	-1.1	112.0	2.0	13.1	9.3	2.7
CCOc1cccc(-c2c(C(=O)N/N=C/c3ccc(C)s3)nnn2-c2nonc2N)c1	101.0	4.7	-25.1	2.1	105.0	1.0	-66.1	-10.2	-6.5
COc1ccc(CN2CCN(c3ccccc3OC)CC2)c(OC)c1	104.0	0.6	5.2	-12.1	106.0	1.0	9.0	3.4	2.1
COc1ccc(/C=N/n2cnc3c(sc(=S)n3-c3ccccc3)c2=O)cc1	104.0	0.4	-1.0	-8.0	106.0	2.0	5.3	12.2	-6.3
CC(=O)Nc1ccc(SCC(=O)c2cc(C)ccc2C)cc1	98.0	0.0	-25.3	-8.9	101.0	0.0	-8.8	-19.9	9.7
COc1ccc(C(=O)Nc2cccc3c2C(=O)NC3=O)cc1S(=O)(=O)N1CCOCC1	.	0.2	-0.1	2.7	.	.	-12.1	20.7	4.5
O=C1CC(NCc2ccncc2)C(=O)N1c1ccc(Cl)cc1 (stereo not drawn)	98.0	3.7	-2.6	-2.4	98.0	-1.0	4.8	24.4	6.8
COc1ccc(-c2ccc(-c3noc(-c4ccccc4F)n3)c(OC)n2)cc1	100.0	5.1	-0.7	-5.0	103.0	9.0	7.7	16.8	-8.8
OCC[C@@H]1C[C@@H](O)[C@H](O)[C@]2(CCc3ccccc3CO2)O1	104.0	-0.4	-9.3	-5.9	99.0	-5.0	-6.8	5.9	-2.4
CCOC1(OCC)N=C(N)C2(C#N)C(c3cccc(C)c3)C12C#N (stereo not drawn)	88.0	1.8	0.9	-3.7	87.0	-12.0	-3.9	10.0	-7.1
COc1cc(/C=C2/C(=N)N3C(=NC2=O)SN=C3S(=O)(=O)C(C)C)ccc1OS(=O)(=O)c1ccccc1	88.0	.	-11.7	.	94.0	-3.0	.	23.4	-12.1
CCN(C(=O)/C=C/c1ccc(OC)cc1)C1CCCCC1	108.0	-2.7	-33.2	-2.2	105.0	3.0	9.5	9.2	-9.0
CCC(=O)Nc1cc(C)c(NC(=O)C23CC4CC(CC(C4)C2)C3)cn1	101.0	0.1	-12.4	-4.0	100.0	2.0	-17.2	8.1	1.5
CC(C)NC(=O)CSc1nnc(-c2ccncc2)n1-c1ccccc1	108.0	3.4	-6.9	0.0	103.0	6.0	-17.7	16.9	-4.4
CC1(c2ccccc2Br)NC(=O)N(CC(=O)Nc2ccc(S(N)(=O)=O)cc2)C1=O (stereo not drawn)	91.0	2.0	-0.9	-7.4	95.0	-3.0	0.4	3.9	5.4
CCOC(=O)c1c(C)nn(-c2ccc(NC(=O)c3c(C)noc3C)cc2)c1C	104.0	0.6	-44.3	-9.2	104.0	5.0	12.3	-9.8	-4.8
c1ccc(N2CCN(Cc3cnc(N4CCOCC4)s3)CC2)cc1	105.0	3.1	-7.8	-2.3	108.0	3.0	0.1	8.3	-3.9
O=C(Nc1ccc(F)cc1)Nc1ccc(N2CCOCC2)c2nonc12	88.0	-1.2	10.1	-0.4	94.0	-8.0	-3.8	2.7	-1.2
CCCCn1cnc2c1c(=O)[nH]c(=O)n2CCCC	109.0	-1.3	-5.4	2.8	106.0	9.0	6.9	17.4	-3.7
CC(C)(C)NC(=O)Cn1c(SCC(=O)NC2CCCCC2)nc2ccccc21	101.0	-0.9	-24.4	-3.3	100.0	1.0	-3.3	9.2	2.0
O=C(Nc1ccon1)C12CC3CC(C1)CC(n1cnc([N+](=O)[O-])n1)(C3)C2	102.0	-1.9	-0.8	-2.5	99.0	-3.0	-4.3	5.4	-1.7
CC(C)c1ccc(N=C2N=C(N)c3ccccc32)cc1	93.0	-3.0	2.4	-3.1	88.0	-20.0	-9.0	5.3	0.6
COCCN1Cc2cccc(C(=O)NC3CCCCCC3)c2C1=O	90.0	-4.7	-24.5	-0.9	90.0	-2.0	25.3	9.7	0.7
O=C(COC(=O)C1CCN(S(=O)(=O)c2ccc3c(c2)OCCO3)CC1)Nc1ccccc1OC(F)F	111.0	-2.2	-25.5	-2.7	101.0	15.0	-11.5	-2.0	-2.0
Cc1cccc2sc(NC(=O)CSc3cn[nH]n3)nc12	94.0	0.3	-7.9	1.2	100.0	-3.0	4.4	10.0	-5.4
COc1ccccc1CN(CC(=O)NCC1CCCO1)C(=O)CNS(=O)(=O)c1ccc(C)cc1 (stereo not drawn)	103.0	0.9	-30.1	-0.2	103.0	3.0	-2.6	3.0	1.7
Nc1c(C(=O)NCc2ccco2)sc2nc3c(cc12)C(=O)CCC3	91.0	-0.4	-5.0	-5.0	87.0	-5.0	7.8	28.5	11.3
CN(C)c1ccc(/C=C(/NC(=O)c2ccccc2)C(=O)NCCCn2ccnc2)cc1	101.0	0.3	7.2	.	105.0	-2.0	7.4	-11.9	5.7
NC(=O)COC(=O)CC12CC3CC(CC(Br)(C3)C1)C2	94.0	7.8	2.4	-3.6	97.0	-5.0	-13.8	6.1	-4.0
CCOC(=O)c1nn(-c2ccccc2)c2nc(-c3ccc(OC)cc3)c(C#N)c(=O)n12	101.0	-0.6	-2.5	-0.4	95.0	0.0	-2.2	-9.3	-5.7
O=C(OCc1nc2scc(-c3ccccc3)c2c(=O)[nH]1)c1cc([N+](=O)[O-])ccc1Cl	101.0	0.5	-2.6	-4.0	103.0	0.0	16.4	-5.6	4.8
Cc1ccc(C(=O)O)cc1NC(=S)NC(=O)c1ccc([N+](=O)[O-])cc1Cl	101.0	0.2	-9.6	-4.0	101.0	0.0	21.1	1.7	-10.9
COC(=O)CCC(=O)Nc1ccccc1C(=O)Nc1ccccc1	107.0	-0.4	-0.2	1.0	109.0	5.0	4.4	-3.4	10.1
Cc1ccccc1NC(=O)OCc1cn(-c2ccc(Cl)cc2)nn1	94.0	1.0	-5.5	-4.8	97.0	1.0	3.5	-7.0	7.5
Cn1c(=N)n(CC(=O)O)c2ccccc21	89.0	-1.5	4.8	-2.3	90.0	-3.0	-1.3	6.2	-2.6
CC1(C)CC(=O)C(C=NCC(N)=O)=C(O)C1	96.0	6.0	-0.4	-8.0	98.0	0.0	21.8	-25.0	6.3
CN(C)/C=C/C(=O)c1ccc2noc(-c3ccc(F)cc3)c2c1	101.0	0.3	-11.7	-8.9	105.0	3.0	-27.3	27.7	15.2
CCC(CC)c1nnc(NC(=O)c2c(C)nn(Cc3ccccc3Cl)c2C)s1	106.0	4.2	-45.2	3.5	105.0	4.0	-28.2	16.4	-11.8
Cc1cc2cc(CCNC(=O)c3ccc(S(=O)(=O)N4CCCC4)cc3)c(=O)[nH]c2cc1C	104.0	0.2	-42.7	0.7	102.0	1.0	-20.4	-15.1	-3.1
CCn1c(SCc2ccc(C#N)cc2)nnc1-c1ccc(S(=O)(=O)N2CCCCC2)cc1	103.0	-0.1	-37.8	-2.0	103.0	0.0	2.8	-13.9	-4.3
FC(F)(F)c1nnc2ccc(-n3ccnc3)nn12	104.0	0.7	-1.3	3.7	102.0	4.0	-0.3	14.1	6.3
CNC(=O)c1sc(-c2cccnc2)nc1C	102.0	0.2	-1.7	-2.4	100.0	-1.0	8.8	-25.1	-0.3
COc1ccc(CNC(=O)C2CC(c3cccc([N+](=O)[O-])c3)=NO2)cc1 (stereo not drawn)	99.0	-2.4	-2.8	-4.9	94.0	2.0	11.8	20.0	0.3
O=C(Cc1ccc([N+](=O)[O-])cc1)Nc1ccc2c(c1)OCO2	98.0	0.1	2.7	-4.8	102.0	-3.0	3.7	-9.7	-5.7
CC(C)(C)CN1C(=O)C(=O)NC[C@H]1Cc1cccc2ccccc12	98.0	-1.3	.	-1.6	99.0	-2.0	19.7	2.4	.
CCC1CCCCN1C(=O)C(=O)c1cn(CC(=O)N(CC)CC)c2ccccc12 (stereo not drawn)	102.0	-0.2	-34.6	-1.1	103.0	7.0	-4.0	13.9	2.5
Cc1cc(C)n(CC2CC(=O)N(c3ccc(Cl)cc3)C2=O)n1 (stereo not drawn)	96.0	-0.3	-5.5	-1.1	98.0	-7.0	-1.7	-3.3	3.8
Nn1cnc2cc3ccccc3cc2c1=O	96.0	-0.9	0.0	1.5	99.0	-5.0	-13.4	.	6.2
O=C1/C(=C/c2cccs2)Sc2ccccc21	114.0	-0.5	8.1	3.2	98.0	7.0	10.5	9.3	-3.5
CCCCSc1nc2ccccc2[nH]1	110.0	1.2	-2.9	-6.0	117.0	-5.0	12.2	3.1	-5.9
CCC(C)C(NC(=O)C1CCC(C)CC1)C(=O)Nc1ccc(OC)cc1 (stereo not drawn)	96.0	1.2	-20.4	-7.7	92.0	-6.0	25.0	-0.2	-3.2

The results go on:
Molecule	MEKK2 WT-MEK5	CRFBP-R2 agonist	DNA FID counter	GalR3 antag	MEKK3 PB1 HTS	MEKK2mut PB1 HTS	CRFR2-BP antag	UBC9 SUMO inh	NS3 helicase inh
CC(C)CN(C)C(=O)CC1C(=O)NCCN1C (stereo not drawn)	91.0	3.7	4.2	.	101.0	-7.0	1.0	6.0	2.1
CCn1cc(C(=O)Nc2ccc(C)c([N+](=O)[O-])c2)cn1	92.0	0.6	0.1	-12.2	86.0	-3.0	-13.5	1.1	4.1
O=C(Cn1nc(-c2ccc(Cl)cc2)ccc1=O)NCc1ccc2c(c1)OCO2	.	-0.8	-22.8	1.8	.	.	8.0	6.7	-3.8
CCCCn1nnc(NC(=O)c2ccc([N+](=O)[O-])cc2Cl)n1	91.0	1.6	1.7	-5.3	90.0	-18.0	-5.3	-4.6	10.2
Cc1cc(C)c(C(N)=O)c(NC(=O)Nc2ccccc2)n1	100.0	-0.6	-2.9	-5.5	103.0	0.0	-2.6	23.7	5.9
COc1cc(C2Nc3cccc4cccc(c34)N2)ccc1O	98.0	1.0	5.2	-8.2	97.0	-2.0	3.6	27.9	19.1
CCCCNc1ncnc2sc3c(c12)CCN(CCC)C3	110.0	-1.4	-10.5	-10.6	108.0	8.0	-9.0	31.0	-10.8
